# CXCR6 inh – inhibitors of human CXCR6 receptor. CHO-K1 PathHunter CXCR6 beta-arrestin, luminescence. inhibition, % at 20 µM. 360,000 tested, 0.36% active; in the data active = inhibition above about 34%, passing the limit was not always enough;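 note: antagonist mode with CXCL16 agonist at 10 nM final; 0% = 10 nM CXCL16 with DMSO and 100% = unstimulated wells without agonist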
# Target sequence (O00574 whole entry, looked up): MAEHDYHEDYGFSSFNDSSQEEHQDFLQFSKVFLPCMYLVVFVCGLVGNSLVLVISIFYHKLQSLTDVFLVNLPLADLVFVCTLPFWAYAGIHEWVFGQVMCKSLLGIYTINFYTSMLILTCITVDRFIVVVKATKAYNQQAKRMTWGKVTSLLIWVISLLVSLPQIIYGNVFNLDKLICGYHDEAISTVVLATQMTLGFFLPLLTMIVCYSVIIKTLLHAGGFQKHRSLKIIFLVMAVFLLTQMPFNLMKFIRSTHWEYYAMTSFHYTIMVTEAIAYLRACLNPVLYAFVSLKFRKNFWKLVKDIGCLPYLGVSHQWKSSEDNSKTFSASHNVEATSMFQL
# The depositor's hits bear a star. The list is partial; rates above refer to the full screens.
CXCR6 inh	smiles
-12.7	C=C(C)Cn1c2ccc(NC(=O)NCc3ccc(F)cc3)cc2c(=O)n1C
0.7	N#C/C(=C/c1ccc(-c2ccc(C(=O)O)c(Cl)c2)o1)C(=O)NCC1CCCO1 (stereo unspecified)
-8.9	Cc1cccc(CNC(=O)Nc2nnc([C@H]3C[C@H](O)[C@@H](CO)O3)s2)c1
-7.7	CCCOc1ccc(C(F)(F)F)cc1NC(=O)CN1C(=O)C(=O)N(CC)C1=O
-1.1	c1ccc(N2CCN(c3nccn4ccnc34)CC2)nc1
-6.4	O=S(=O)(c1ccc(F)cc1F)N1CCN(CCO)CC1
-7.0	O=S1(=O)CC(N2CCCCC2)CN1Cc1cn(Cc2ccc(F)cc2)nn1 (stereo unspecified)
9.0	CCc1ccc(CNC(=O)C2CCN(S(=O)(=O)N3CCCCC3)CC2)cc1
-8.1	CNc1cccc(-c2ccc(C(=O)N3CCOCC3)cc2)n1
-4.7	CCN(CC(=O)Nc1cc(Cl)ccc1C)CC(=O)NC1CC1
-5.8	CC1=C(C(=O)N(C(C)C)C(C)C)CC(CC(=O)NC2CC2)C(=O)N1CCC1=CCCCC1 (stereo unspecified)
1.6	Cc1cccc(C)c1NC(=O)C1(C)CCC(=O)N1CCOc1ccccc1 (stereo unspecified)
12.4	COc1cccc(C(C)=C2SC(=S)NC2=O)c1
-6.5	CC1CCC(=NNS(=O)(=O)c2ccc([N+](=O)[O-])cc2)CC1 (stereo unspecified)
8.3	CCOC(=O)C1=CC[C@@H](c2ccccc2)N(S(=O)(=O)c2ccc(C)cc2)[C@H]1/C=C/c1ccccc1
6.4	Nc1nnnn1/N=C/c1ccccc1Cl
-3.2	Cc1ccccc1Cn1c(C)c(C(=O)NCc2ccc(Cl)c(Cl)c2)sc1=O
-3.6	CN(C(=O)c1cccc(NC(=O)Cc2ccc(NC(=O)C3CCN(C(=O)C4CCC4)CC3)cc2)c1)C1CCC1
11.0	COc1ccc(C(C)=O)cc1CC1(C)C(=O)Nc2ccc(-c3ccccc3OC)cc21 (stereo unspecified)
-4.7	CCC12CCCN3CCC4(C(=C(C(=O)OC)C1)Nc1ccccc14)C32 (stereo unspecified)
-6.3	COc1cc(F)ccc1-c1csc(C(C)(O)c2ccccc2)n1 (stereo unspecified)
-7.4	Cc1ccc(S(=O)(=O)N(C)CC(=O)N(C)Cc2cccs2)cc1
7.0	C[C@@H]1CN([C@@H](C)CO)C(=O)CCCn2nncc2CO[C@H]1CN(C)C(=O)OCc1ccccc1
4.0	CN1OC[C@@H]2CN(C(=S)NCCc3ccccc3)[C@H](c3ccc(N4CCCCC4)cc3)C[C@@H]21
-4.5	CCOC1=C2CN(S(=O)(=O)c3ccc(C)cc3)[C@H](c3ccccc3)C[C@@H]2N(S(=O)(=O)c2ccccc2)[C@H](c2ccccc2)C1
-2.5	O=C(Cc1cccc(NC(=O)C2CCCN(C(=O)C3CCC3)C2)c1)Nc1ccc(C(=O)N2CCOCC2)cc1 (stereo unspecified)
-0.1	COc1cc(/C=C/C(=O)O)cc(S(=O)(=O)Nc2cc(S(=O)(=O)N3CCCCC3)ccc2Cl)c1OC
3.2	COc1ccc(-c2nc3c4ccccc4ccn3c2Cc2ccccc2C(F)(F)F)cc1OC
-4.4	CC(=NCc1ccccc1)c1ccccc1O
-6.2	CCOC(=O)c1cc2c(c(-c3cccc(C#Cc4ccc(OC)c(OC)c4)c3)n1)[C@@H](CCO)N(S(=O)C(C)(C)C)C2 (stereo partly specified)
-5.3	CCCNC(=O)C1(C)CCCN(C(=O)c2cccc(OC(F)(F)F)c2)C1 (stereo unspecified)
2.7	N#CC1(Nc2cccc(Cl)c2)CCCC1
9.9	C(=Nc1ccccc1)c1ccc[nH]1
0.5	Cn1c(CCN2CCCC2)nc2cc(NS(=O)(=O)c3ccc(F)cc3)ccc21
6.6	Cc1ccc(C(NC(=O)C2CCN(CCOc3ccc(Cl)cc3)CC2)c2ccccn2)cc1 (stereo unspecified)
-0.7	COCCN1C(=O)CCC1(C)c1nnnn1-c1c(C)cccc1C (stereo unspecified)
6.3	CCCN1CCN(CC(O)COC(c2ccc(OC)cc2)c2ccc(OC)cc2)CC1 (stereo unspecified)
-5.1	Cc1ccc(NC(=O)C2(C)CCN2CCc2ccccc2)cc1O (stereo unspecified)
1.3	CC1(C(=O)NCC(F)(F)F)CCN1C(=O)Cc1ccc(-c2ccccc2)cc1 (stereo unspecified)
-3.0	O=C(OCC#CCSc1nnc(-c2ccncc2)o1)c1sc2ccccc2c1Cl
6.6	Cc1noc(C)c1NC(=O)N(C)C[C@H]1OCc2cnnn2CCCC(=O)N([C@@H](C)CO)C[C@H]1C
1.3	CCOC(=O)/C(=N\Nc1ccc(Br)cc1)N1CCN(c2ccccc2OC)CC1
1.0	CCCC1(CC)C(=O)NC(=O)N=C1N (stereo unspecified)
10.0	S=C(S)OC1CC2CC1C1CCCC21 (stereo unspecified)
-8.6	CCCC(=O)Nc1cccc(NC(=O)Cc2ccc(Cl)cc2)c1
-4.1	c1csc(C2=NNC(=NC3CCCCC3)SC2)c1
24.2	O=C(Nc1ccc([N+](=O)[O-])cc1)Nc1nc(-c2ccc(Cl)s2)cs1
6.3	Cc1ccc(Cn2c(C)c(C(=O)NCC(C)C)sc2=O)cc1
5.2	CCCS(=O)(=O)NC(=O)C1(C)CCN(C(=O)c2ccc(F)c(Cl)c2)C1 (stereo unspecified)
-3.2	CC(=O)n1nc(-c2ccncc2)nc1SCC(=O)Nc1cccc(Cl)c1
-0.4	CNc1cncc(-c2cccnc2)n1
13.5	CCOC(=O)c1c(NC(=O)C2CCCN2S(=O)(=O)c2cccc3nsnc23)sc(C)c1C (stereo unspecified)
12.7	C[C@@H]1CN([C@H](C)CO)C(=O)CCCn2nncc2CO[C@H]1CN(C)C(=O)Nc1cccc(Oc2ccccn2)c1
10.2	CC(C)C(=O)Nc1cccc(COc2ccc(CN(CCc3ccccc3)C(=O)OC(C)(C)C)cc2)c1
-1.6	Cc1ccc(S(=O)(=O)N2C[C@H]3[C@H]4C(=O)N(c5ccccc5)C(=O)[C@H]4C[C@H](OC(=O)NCc4ccccc4F)[C@@]3(O)C2)cc1
5.7	O=c1[nH]nc(-c2ccc[nH]2)[nH]1
3.6	CCOc1ccc(C2C(C(=O)c3ccco3)=C(O)C(=O)N2CCCn2ccnc2)cc1 (stereo unspecified)
-7.9	O=c1[nH][nH]c2c1[C@H](CCc1cccc(Cl)c1)O[C@H](CCc1ccccc1)C2
-5.7	NC(=O)C1CCCN1Cc1ccc2c(c1)OCO2 (stereo unspecified)
-4.9	CC1(C(=O)NCc2ccco2)Cc2c(-c3ccc(C(N)=O)cc3)ccnc2O1 (stereo unspecified)

# Going on with the list.
CXCR6 inh	smiles
-6.0	O=C1C(Cl)=C(O)C2(Cl)C(Cl)=C(Cl)C12Cl (stereo unspecified)
3.6	CCc1ccccc1NC(=O)CNC(=O)CCC(=O)c1cc(C)sc1C
-4.4	CN(Cc1ccccc1)CC(O)CN(C)Cc1ccccc1
-1.4	CC1=C(C(=O)N2CCOCC2)CC(CC(=O)NCCN2CCOCC2)C(=O)N1Cc1ccccc1 (stereo unspecified)
6.5	Nc1ccc(C=C2C=Cc3ccccc32)cc1
-0.1	CC(=O)Nc1ccc(SC(Sc2ccc(NC(C)=O)cc2)c2ccccc2)cc1
11.6	CCCCC[C@H](C)N1C[C@H](COCc2ccccc2)Oc2cc(N3CC[C@@H](N(C)C)C3)ccc2S1(=O)=O
3.9	O=C(NCCc1ccccc1)c1cccc(NC(=O)c2ccccc2)c1
-8.5	CC(=O)c1ccccc1OCC(=O)Nc1cccc(S(=O)(=O)N2CCCC2)c1
-9.1	O=C(c1ccco1)N1CCN(C2CN(Cc3ccccc3)S(=O)(=O)C2)CC1 (stereo unspecified)
-0.2	CC(OC(=O)[C@@H](NC(=O)OCc1ccccc1)C(C)C)C(=O)Nc1ccc(N2CCOCC2)cc1 (stereo partly specified)
6.8	C[C@@H]1CN([C@@H](C)CO)C(=O)c2cc(Br)cnc2O[C@H]1CN(C)Cc1ccc(-c2ccccc2)cc1
1.8	Cc1c(C=C(C#N)c2ccc([N+](=O)[O-])cc2)c(=O)n(-c2ccccc2)n1C
-1.6	Clc1ccc(-n2cnc3c(Cl)ncnc32)cc1Cl
1.0	O=C(Nc1ccc2c(c1)OCO2)c1cc(C2CCCCN2S(=O)(=O)Cc2ccccc2)on1 (stereo unspecified)
-2.7	O=C1COc2ccccc2C(c2nc3ccccc3[nH]2)N1Cc1ccccc1 (stereo unspecified)
5.5	Cn1c(N)c(NC(=S)NC2CCCCC2)c(=O)n(C)c1=O
1.2	COc1cccc(CNC(=O)[C@@H]2CCCN2C(=O)[C@H]2CCCCN2C(=O)c2ccccc2C)c1
0.9	O=C(Nc1ccc(Cl)cc1)P(=O)(O)c1ccccc1
-4.0	CC(C)N1CCOC1c1ccccc1 (stereo unspecified)
-5.3	CN(CC(=O)Nc1ccc(F)cc1)C(=O)COC(=O)c1cc(Br)c(Br)s1
-0.1	O=C(NCC(=O)N1CCN(Cc2ccccc2)CC1)c1ccccc1Cl
-4.8	CC(=O)Nc1cccc(-c2cc(NC(C)=O)c3ncc(-c4ccc(F)cc4)n3c2)c1
5.0	CCCCn1cnc2c(Sc3c([N+](=O)[O-])ncn3C)nc(N)nc21
8.1	Cc1cc2nc(-c3ccco3)c(Cc3cccc(F)c3)n2c(C)c1Br
2.1	CS(=O)CC(O)(c1ccc(F)cc1)C1CC1 (stereo unspecified)
1.2	C=Cn1cc(CNC[C@H]2O[C@@H](n3ccc(N)nc3=O)[C@H](O)[C@@H]2O)c(C)n1
7.7	Cc1nnc(N2C(=O)C(=O)/C(=C(/O)c3ccc4c(c3)OCCO4)C2c2cccc([N+](=O)[O-])c2)s1 (stereo unspecified)
8.3	CCCNC(=O)c1cc2c(c(-c3cccc(-c4cc5ccccc5o4)c3)n1)[C@@H](CCO)N(C(=O)NC(C)C)C2
7.2	O=C(CCl)N(Cc1cccc([N+](=O)[O-])c1)c1cccc(Cl)c1
9.5	Cc1nc2ccc(NC(=O)c3cc([N+](=O)[O-])cc([N+](=O)[O-])c3Cl)cc2s1
-3.8	O=S(=O)(CCN1CCN(c2ccccc2O)CC1)c1ccc(Cl)cc1
0.9	COc1cccc(COC(=O)C2CC(=O)N(Cc3ccccc3)C2)c1OC (stereo unspecified)
0.5	CCN(CC)S(=O)(=O)c1ccc(N2CCOCC2)c(NC(=O)c2cc(-c3ccccn3)nc3ccccc23)c1
1.8	Cn1ccc2c(-c3ccc(C(C)(C)C)cc3)cc3c(c21)C1CCC3C1 (stereo unspecified)
-3.7	COc1ccc(OCCN2CCC(C(=O)NC(c3ccsc3)c3ccccc3C)CC2)cc1 (stereo unspecified)
-3.7	CC(=O)Cn1cnc2c(cnn2-c2ccc(F)cc2)c1=O
3.8	CCCCCCn1cc(CN2CC(N3CCN(CCO)CC3)CS2(=O)=O)nn1 (stereo unspecified)
2.5	CC(C)(C)c1ccc(CC(=O)N2CCC2(C)C(=O)Nc2cccc3ccccc23)cc1 (stereo unspecified)
-1.7	O=C(NCc1ccccc1Cl)c1ccc2sc([C@H]3C[C@H](O)[C@@H](CO)O3)nc2c1
14.2	COC(=O)c1ccc(C(=O)NC(=S)Nc2nc3c(s2)CCCC3)cc1
-9.0	CC(=O)N1CCN(S(=O)(=O)c2cccc(C(=O)NNC(=O)c3ccc(Br)cc3)c2)CC1
2.3	O=C(NC(c1ccccc1)c1ccccc1)c1ccccc1
-8.2	O=c1[nH][nH]c2c1[C@@H](c1ccc(F)cc1)O[C@H](C1CCCCC1)C2
-5.6	CCCC(=O)n1nc(-c2cccnc2)nc1NCc1ccccc1
-9.0	CN1OC[C@@H]2CN(C(=O)c3cccnc3)[C@H](c3ccc(N4CCCCC4)cc3)C[C@@H]21
-1.3	Cc1ccc([C@H]2N[C@]3(CCCN(Cc4cccn4C)C3=O)[C@H]3C(=O)N(C)C(=O)[C@@H]23)cc1
0.6	Cc1ccc(C(=O)Nc2ccc3nc(C)sc3c2)o1
3.8	COc1cc(C2c3cc4c(cc3OC(NCCc3ccccc3)C2C)OCO4)cc(OC)c1OC (stereo unspecified)
-2.4	COc1ccc(-c2ccc3c(c2)S(=O)(=O)c2cccc(C(=O)N4CCN(c5ccccn5)CC4)c2C3=O)cc1OC
0.2	O=C(CS(=O)(=O)c1ccc(Cl)cc1)Nc1nccs1
-5.9	NC(=N\N=Cc1ccco1)/C(N)=N/N=Cc1ccco1
-0.8	O=C(c1ccccc1)c1ccc2ccccc2c1
4.8	Cc1ccc(CNCC(O)(c2ccccc2)c2ccc(Cl)cc2)cc1 (stereo unspecified)
10.8	O=C(c1ccco1)N1N=C(c2ccccc2O)CC1c1cccs1 (stereo unspecified)
-2.3	C=CCN(Cc1ccc(Br)s1)C(=O)c1ccc(OCc2c(C)noc2C)cc1
-7.6	COc1ccccc1NS(=O)(=O)c1cccc(NS(=O)(=O)c2cc(C(=O)O)ccc2Cl)c1
9.1	Cc1ccc(C(C)C)cc2c(C)ccc1-2
-6.8	CC(C)(C)N1C(=O)c2c(C(=O)OCc3ccccc3)[nH]c(-c3ccccc3)c2C1=O
-6.4	CC(C)(C)OC(=O)N1CCC[C@@H]1C(=O)NCc1ccccc1Cl

# Assay outcomes as filed in PubChem.
